Compound activity deposited in PubChem by several laboratories.
Wnt bcat act – activators of Wnt/beta-catenin signaling. Wnt/beta-catenin reporter cell assay, activator, plate reader. activation, % at 9.35 µM. 1.2% of 300,000 active; in the data active = activation above about 30%, passing the limit was not always enough;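 also: 0% = neutral control wells and 100% = positive control wells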
AddAB inh – less growth of phage-infected E. coli with AddAB. 0.29% of 330,000 active. AID 435030. E. coli expressing H. pylori AddAB, absorbance growth. inhibition, % at 11.9 µM; in the data active = inhibition above about 12%;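 also: 0% = vehicle wells of infected cells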
E coli growth – bacterial growth inhibition, counter-screen for AddAB inhibitors | 0.27% of 330,000 active | E. coli V3065 growth, OD600 absorbance, 18 h | inhibition, % at 11.9 µM;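 active = inhibition above the campaign's mean inhibition across all tested compounds plus 3 SD, cut at about 9.9% in these data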;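 also: uninfected addAB+ strain grown without phage in ampicillin broth; 0% = DMSO wells and 100% = ciprofloxacin 0.95 µg/ml wells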
phage Ecoli inh – E. coli growth loss with phage present. growth absorbance. inhibition, % at 11.9 µM. 0.26% of 360,000 active. AID 651602; in the data active = inhibition above about 11%
* = called active by the depositor; nt = no result given. A portion of the library. The share of hits here may be higher or lower than overall.

SMILES	Wnt bcat act	AddAB inh	E coli growth	phage Ecoli inh
CC(=O)O[C@@]12CO[C@@H]1C[C@H](O)[C@@]1(C)C(=O)[C@H](O)C3=C(C)[C@@H](OC(=O)[C@H](O)[C@@H](NC(=O)OC(C)(C)C)c4ccccc4)C[C@](O)([C@@H](OC(=O)c4ccccc4)[C@H]21)C3(C)C	nt	-2.1	-2.0	nt
CN(CCOc1ccc(NS(C)(=O)=O)cc1)CCc1ccc(NS(C)(=O)=O)cc1	nt	0.5	-1.3	nt
C[C@@H]1C[C@H]2[C@@H]3C[C@H](F)C4=CC(=O)C(Cl)=C[C@]4(C)[C@@]3(F)[C@@H](O)C[C@]2(C)[C@@]1(O)C(=O)CO	nt	2.5	4.1	nt
Cc1cc(O)c2c(c1)C(=O)c1cccc(O)c1C2=O	-1.8	nt	nt	1.8
COC(=O)Nc1nc2ccc(C(=O)C3CC3)cc2[nH]1	-11.1	nt	nt	2.1

Compound profiles (already shown). Screens in order: Wnt bcat act	AddAB inh	E coli growth	phage Ecoli inh
Cc1cc(O)c2c(c1)C(=O)c1cccc(O)c1C2=O is listed as -1.8	nt	nt	1.8
COC(=O)Nc1nc2ccc(C(=O)C3CC3)cc2[nH]1 is listed as -11.1	nt	nt	2.1

2 neighbouring compounds already listed, quoted:
SMILES	Wnt bcat act	AddAB inh	E coli growth	phage Ecoli inh
CC(=O)O[C@@]12CO[C@@H]1C[C@H](O)[C@@]1(C)C(=O)[C@H](O)C3=C(C)[C@@H](OC(=O)[C@H](O)[C@@H](NC(=O)OC(C)(C)C)c4ccccc4)C[C@](O)([C@@H](OC(=O)c4ccccc4)[C@H]21)C3(C)C	nt	-2.1	-2.0	nt
CN(CCOc1ccc(NS(C)(=O)=O)cc1)CCc1ccc(NS(C)(=O)=O)cc1	nt	0.5	-1.3	nt
